# FBW7 activator: FBW7 E3 ligase activators, primary screen, biochemical, AlphaScreen, human. AlphaScreen FBW7–phospho-cyclin E peptide binding, activator screen. normalized activity (activation), % at 26.1 µM. 0.13% of 650,000 active; in the data active = normalized activity above about 1.9%;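 note: purified mutant Fbw7 with reduced substrate affinity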
# Target sequence (Q969H0 whole entry, looked up): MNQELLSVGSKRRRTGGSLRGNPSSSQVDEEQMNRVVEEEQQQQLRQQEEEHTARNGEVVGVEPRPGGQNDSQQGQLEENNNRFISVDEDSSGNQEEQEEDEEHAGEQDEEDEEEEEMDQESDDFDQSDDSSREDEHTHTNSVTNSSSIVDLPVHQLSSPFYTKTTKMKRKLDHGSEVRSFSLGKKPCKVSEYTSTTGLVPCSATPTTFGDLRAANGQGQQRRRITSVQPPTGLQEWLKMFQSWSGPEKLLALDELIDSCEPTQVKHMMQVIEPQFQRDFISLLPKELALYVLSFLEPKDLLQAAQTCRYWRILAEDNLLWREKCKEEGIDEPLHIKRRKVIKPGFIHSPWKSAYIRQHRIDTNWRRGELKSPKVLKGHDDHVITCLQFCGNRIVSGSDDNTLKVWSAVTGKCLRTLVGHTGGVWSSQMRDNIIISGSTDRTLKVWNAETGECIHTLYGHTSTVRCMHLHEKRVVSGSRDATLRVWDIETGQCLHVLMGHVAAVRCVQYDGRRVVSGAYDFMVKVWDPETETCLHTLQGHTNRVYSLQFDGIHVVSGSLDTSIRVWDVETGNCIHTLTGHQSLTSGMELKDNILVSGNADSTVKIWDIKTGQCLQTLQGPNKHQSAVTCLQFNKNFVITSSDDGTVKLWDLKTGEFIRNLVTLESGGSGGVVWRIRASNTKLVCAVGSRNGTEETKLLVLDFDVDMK
# TEAD-YAP block: TEAD-YAP interaction inhibition, primary screen, TEAD-YAP interaction inhibitor project, luminescence, HEK-TIYL cells; TEAD-Gal4/YAP UAS-luciferase luminescence; inhibition, % at 9.12 µM; 1.4% of 640,000 active; in the data active = inhibition above about 32%;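 note: 0% = median of test compound wells and 100% = reference inhibitor wells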
# MITF primary: MITF inhibitors, primary screen, biochemical, AlphaScreen, human. Microphthalmia-associated transcription factor (Homo sapiens), O75030. AlphaScreen MITF homodimerization, bead proximity signal. inhibition, % at 2.6 µM. 0.91% of 650,000 active; in the data active = inhibition above about 50%;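 note: 0% = vehicle wells with protein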
# GPR151 activ: activators of human GPR151, primary screen, cell-based, PathHunter beta-arrestin, luminescence | PathHunter beta-arrestin GPR151 cells | activation, % at 11.2 µM | 1% of 650,000 active | AID 1508602, 2020; in the data active = activation above about 4.9%;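 note: 0% = median of compound wells and 100% = cells with positive control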
# Target sequence (Q8TDV0 whole entry, looked up): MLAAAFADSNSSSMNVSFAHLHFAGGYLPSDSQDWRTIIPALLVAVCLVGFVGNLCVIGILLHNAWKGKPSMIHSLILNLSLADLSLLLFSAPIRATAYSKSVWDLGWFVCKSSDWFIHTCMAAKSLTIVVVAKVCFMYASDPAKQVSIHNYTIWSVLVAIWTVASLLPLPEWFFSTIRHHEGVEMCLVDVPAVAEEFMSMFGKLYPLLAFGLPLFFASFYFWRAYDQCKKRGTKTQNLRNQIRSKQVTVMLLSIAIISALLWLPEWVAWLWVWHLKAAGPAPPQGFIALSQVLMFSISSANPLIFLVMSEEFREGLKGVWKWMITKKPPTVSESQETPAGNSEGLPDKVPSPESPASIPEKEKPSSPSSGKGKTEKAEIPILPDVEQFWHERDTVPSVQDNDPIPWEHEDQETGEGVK
# An asterisk follows results filed as active; . = no result given; & = joins results of further samples.
SMILES,FBW7 activator,TEAD-YAP block,MITF primary,GPR151 activ
COc1cc(C=O)cc(OC)c1OC(F)F,0.1,4.5,12.8,0.1
Cc1[nH]n(-c2ccccc2)c(=O)c1C(c1ccc(OCc2ccccc2)cc1)c1c(C)[nH]n(-c2ccccc2)c1=O,-0.8,-18.4,3.0,-3.3
COc1cccc2c(=O)cc(C)n(CC(=O)Nc3ccccc3)c12,0.1,-0.8,14.4,-0.8
N#Cc1ccc(NC(=O)/C=C/c2ccco2)cc1,0.0,-47.9,-12.9,1.0
O=[N+]([O-])c1ccc(N2CCOCC2)cc1N1CCCCC1,0.1,-10.2,11.2,-0.7
COc1cccc(NC(=O)C23CCC(C)(C(=O)O2)C3(C)C)c1 (configuration not stated),-0.1,1.8,-11.0,0.2
Cc1ccc2nsnc2c1S(=O)(=O)O,0.2,10.8,13.8,0.1
CC1CCN(C(=O)c2c(NC(=O)c3ccccc3Cl)sc3c2CCC(C(C)(C)C)C3)CC1 (configuration not stated),0.2,1.9,0.5,1.0
CC/C(=N/NC(=O)c1ccccc1O)c1ccccc1,0.0,-38.4,3.5,-0.8
CC(C)CNC(=O)C1(c2ccccc2)CCOCC1,0.0,0.1,-7.1,0.1
Cc1noc(C)c1S(=O)(=O)N(CC(=O)NC1CCCCC1C)c1ccc(C(C)C)cc1 (configuration not stated),0.0,4.7,-7.3,1.4
COc1cc(=O)n2c(c1C(=O)N1CCSCC1)CCN(C(=O)Cc1ccsc1)CC2,0.0,-23.8,-2.8,0.9
O=C1CSC(c2cccc(Br)c2)N1c1cccc(C(F)(F)F)c1 (configuration not stated),0.1,-13.0,19.3,1.0
CC(C)CC(=O)NC(=S)N1CCN(c2ccc([N+](=O)[O-])cc2)CC1,0.4,-8.8,2.9,1.1
CC(=O)/C(C=Nc1ccc(C)cn1)=C(\C)O,0.1,3.2,2.7,-0.8
Cc1nc2c(-c3ccccc3)c[nH]n2c(=O)c1Cc1ccccc1,0.0,3.2,-5.7,0.3
CCN1c2ncccc2C(=O)NC12CCN(Cc1ccc(Cl)cc1)CC2,0.1,-15.9,-11.8,-0.8
C=CCn1cc(/C=C2/SC(=O)N(C(C)C(=O)OCC)C2=O)c2ccccc21 (configuration not stated),0.0,7.8,-6.9,0.1
Cc1cccc(-n2cc(-c3ccccc3)c3c(Nc4ccccc4)ncnc32)c1,0.1,-3.2,1.6,2.2
O=C(OCCS(=O)(=O)c1ccc([N+](=O)[O-])cn1)c1cccc(Cl)c1,0.1,0.1,-0.1,0.5

# 3 entries already listed, sorted by molecular weight, high to low.
SMILES,FBW7 activator,TEAD-YAP block,MITF primary,GPR151 activ
COc1cc(=O)n2c(c1C(=O)N1CCSCC1)CCN(C(=O)Cc1ccsc1)CC2,0.0,-23.8,-2.8,0.9
C=CCn1cc(/C=C2/SC(=O)N(C(C)C(=O)OCC)C2=O)c2ccccc21 (configuration not stated),0.0,7.8,-6.9,0.1
Cc1nc2c(-c3ccccc3)c[nH]n2c(=O)c1Cc1ccccc1,0.0,3.2,-5.7,0.3

# Next section:
SMILES,FBW7 activator,TEAD-YAP block,MITF primary,GPR151 activ
CN1CCN(C(=O)c2ccc(-c3nc(N)c4ncn(-c5ccsc5)c4n3)cc2)CC1,-0.1,1.6,-3.3,3.5
CCCCC(=O)Nc1ccc(NC(=O)COc2ccccc2[N+](=O)[O-])cc1OC,0.1,-54.8,6.7,2.2
COc1ccccc1N1CCn2c1nc1c2c(=O)n(C)c(=O)n1C,0.0,-6.4,-17.3,-0.3
O=C(CN1C2=NCCCN2c2ccccc21)c1ccc(F)cc1,-0.1,13.3,1.1,-0.1
CCOc1ccc(-n2nc(C(=O)N3CCN(CC)CC3)c3ccccc3c2=O)cc1,0.0,-0.1,-3.2,0.5
Cn1c(=O)c2c(SCC(=O)NC3CCCCC3)nc(-c3cccs3)nc2n(C)c1=O,0.0,-5.9,3.8,0.1
CCOC(=O)C1=C(C)N=c2s/c(=C/c3cccn3-c3ccc([N+](=O)[O-])cc3)c(=O)n2C1c1ccc(Cl)cc1 (configuration not stated),0.6,-1.5,14.0,1.6
Cc1ccc(C(=O)NC2CCC(C)CC2)cc1NC1=NC2CS(=O)(=O)CC2S1 (configuration not stated),-0.1,-4.3,-7.0,0.0
CCOC(=O)C1(CCOc2ccccc2)CCN(C(=O)Cn2nc3ccccc3n2)CC1,-0.1,0.4,-1.5,1.1
COc1ccc(C(C)(C)C)cc1NC(=O)C1CC(=O)N(c2ccccc2)C1 (configuration not stated),-0.1,9.8,4.0,-0.6
Cc1ccc(CNC(=O)C(=O)NCc2ccccc2)cc1,-0.1,2.3,7.9,-0.2
C=CCN1C(=O)/C(=C\c2ccccc2OCC)C(=O)NC1=S,-0.2,-2.4,-3.9,-0.6
CCOc1ccc(NC(=O)Cn2ccn(-c3ccc(OC)cc3)c2=O)cc1,-0.4,3.4,2.2,1.6
CCCc1cc(C(=O)NCc2ccc(OC)cc2)no1,0.0,-21.4,2.1,0.6
CC1CN2C(=O)Cc3c(S(=O)(=O)NCc4cccs4)ccc(c32)S1 (configuration not stated),0.4,8.4,9.1,-1.3
COc1cccc(/C=C2\N=C(C3CCCCC3)OC2=O)c1OC,0.0,3.9,5.2,-0.8
CCOC(=O)c1sc2nc(-c3ccccc3)cc(-c3ccc(Cl)cc3)c2c1N,0.1,-7.5,-2.2,1.2
CCc1ccc(NC(=O)Nc2ccc(OC)cc2)cc1,0.0,-81.1,-7.9,-0.2
O=C(NNS(=O)(=O)c1ccc(F)cc1)c1ccccc1,-0.2,0.1,-4.6,0.0
CCCCC[C@@H](O)/C=C/C=C\CCCCCCCC(=O)O,.,.,-8.9,-0.1
Cc1ccc(-n2c(=O)c(C#N)cc3c(=O)n4cccc(C)c4nc32)cc1,0.0,-3.9,9.4,1.0
Cc1ccc(C(=O)NCCc2ccc(S(N)(=O)=O)cc2)cc1[N+](=O)[O-],-0.3,-9.6,-11.4,0.1
COc1cc2c(cc1OC)C(c1cc(Br)cs1)CC(=O)N2 (configuration not stated),-0.3,-20.7,7.1,1.4
CCC(=O)N/C(=N\c1nc(C)cc(C)n1)Nc1ccc(C)cc1,0.1&-0.1,-15.6&-4.3,8.4&1.0,3.1&0.9
C/C(N)=C(/C#N)C(=O)CSc1nnc(-c2ccc(Cl)cc2Cl)n1N,-0.1,-6.7,11.5,-0.8
COC(=O)c1cc(C(=O)OC)cc(-n2c(C)cc(C(=O)CN3CC(C)OC(C)C3)c2C)c1 (configuration not stated),-0.1,7.9,16.8,-0.9
O=S(=O)(Nc1ccccc1)c1ccc2nsnc2c1,-0.1,-14.5,8.8,-0.3
O=C(Nc1ccc(N2C(=O)C3C4C=CC(C4)C3C2=O)cc1)Nc1nncs1 (configuration not stated),-0.1,0.2,1.4,-1.1
c1ccc(CNc2nc(N3CCc4ccccc4C3)nc3c2ncn3C2CCCCC2)cc1,0.0,-13.3,5.3,-0.6
CCCc1cc2nnc(SCC(=O)Nc3ccccc3F)n2c(N)n1,0.0,-25.5,7.9,-0.6
Cc1nc2ccc(NC(=O)c3ccc(S(=O)(=O)N(C)C)cc3)cc2c(=O)n1-c1ccc(Cl)cc1,0.4,37.6*,18.7,-0.4
CC(C)(C)CN1CCNC(=O)C1CC(=O)N1CCC(N2CCOCC2)CC1 (configuration not stated),-0.2,-2.3,-2.1,-0.9
O=C(N/N=C/c1cccc(F)c1)c1cnccn1,-0.1,-22.3,-2.2,1.1
CC(C)(C)C1=NN(CC(=O)NCCc2cnc[nH]2)C(=O)c2cc3ccccc3n2C1,0.2,-1.8,11.9,-1.0
Cc1ccc(CNC(=O)CSc2nc3nc(C)c(Cc4c(F)cccc4Cl)c(C)n3n2)cc1,-0.3,-2.7,-5.0,2.3
Cc1nc2ccccc2n1CC(O)COc1ccccc1Cl (configuration not stated),0.0,8.5,-0.2,-0.4
COCCCNC(=O)c1ccc2c(c1)N(Cc1ccccc1C)C(=O)CS2,0.1,19.6,-1.4,-1.2
COc1ccccc1Cn1c(SCc2ccccc2Cl)nc2ccccc2c1=O,-0.2,0.8,-0.7,-0.5
CC(C)(C)c1ccc(C(=O)CC2(O)C(=O)Nc3ccc(Br)cc32)cc1 (configuration not stated),-0.2,-4.6,8.4,-1.3
O=C(Cc1ccccc1)Nc1ccc(C(=O)NCC2COc3ccccc3O2)cc1 (configuration not stated),-0.1,4.3,-1.4,-2.0

# Laid out differently: results already given
SMILES	FBW7 activator	TEAD-YAP block	MITF primary	GPR151 activ
COc1cccc(NC(=O)C23CCC(C)(C(=O)O2)C3(C)C)c1 (configuration not stated)	-0.1	1.8	-11.0	0.2
COc1cc2c(cc1OC)C(c1cc(Br)cs1)CC(=O)N2 (configuration not stated)	-0.3	-20.7	7.1	1.4
CCOC(=O)C1(CCOc2ccccc2)CCN(C(=O)Cn2nc3ccccc3n2)CC1	-0.1	0.4	-1.5	1.1
O=C(CN1C2=NCCCN2c2ccccc21)c1ccc(F)cc1	-0.1	13.3	1.1	-0.1
Cc1cccc(-n2cc(-c3ccccc3)c3c(Nc4ccccc4)ncnc32)c1	0.1	-3.2	1.6	2.2

# New compounds follow.
SMILES,FBW7 activator,TEAD-YAP block,MITF primary,GPR151 activ
COCCNC(=O)C(=O)NCC(c1ccco1)S(=O)(=O)c1ccc(F)cc1 (configuration not stated),0.0,-3.5,3.7,1.2
N#Cc1ccc(-c2nc(Cc3ccccc3Cl)no2)cc1,0.0,-4.1,1.1,-1.2
COc1cc(C2NC(=O)NC(C)=C2C(=O)OCc2ccccc2)cc(Br)c1O (configuration not stated),0.0,1.1,-5.2,0.8
Cc1ccn2c(CN(C)C3CCOC3)c(C(=O)N3CCCCCC3)nc2c1 (configuration not stated),0.1,6.6,15.2,2.7
Cc1ccc(C2/C(=C(/O)c3ccc(Cl)cc3)C(=O)C(=O)N2CCCN2CCOCC2)o1 (configuration not stated),-0.1,-3.7,18.1,4.4
Cc1cc(I)ccc1NCC(=O)NNC(=S)Nc1ccccc1,-0.1,3.1,-3.5,-1.2
COc1ccc(-c2cc(C(F)(F)F)c3c(n2)sc2c(=O)[nH]c(=O)[nH]c23)cc1OC,-0.2,7.2,-5.5,0.4
CC(=O)Nc1nc2ccc(S(=O)(=O)N3CCOCC3)cc2s1,0.7,-9.0,16.3,-0.9
Cc1ccc(N(CC(=O)N2CCCC2)S(=O)(=O)c2ccc(Cl)cc2)cc1C,0.3,0.1,15.3,1.0
O=C(Nc1ccc(N2CCOCC2)cc1)c1ccc(-c2ccccc2[N+](=O)[O-])o1,-0.3,-16.3,7.6,1.2
O=S(=O)(c1ccc(Cl)cc1)N1CCN(S(=O)(=O)N2CCCCCC2)CC1,-0.1,-2.9,4.0,-1.3
CCN(CC)C(=O)c1cccc2c1SCCC2=O,-0.2,-7.6,-10.1,0.5
O=C(N/N=C/c1ccc(C(=O)O)cc1)NC1CCCCC1,0.1,-3.2,-2.3,0.3
Cc1nc2c(C(=O)NCC3CCCO3)cnn2c(C)c1Cc1ccccc1F (configuration not stated),0.0,-1.9,8.3,-1.0
Fc1cccc(CN2CCN(CC3CC4C=CC3C4)CC2)c1 (configuration not stated),0.3,5.3,70.5*,-0.3
CC(C)(C)Nc1c(N)c(=O)oc2ccccc12,0.1,3.0,-0.3,1.6
CC1CCC(N2CCN(S(=O)(=O)c3ccc4c(c3)OCCO4)CC2)CC1 (configuration not stated),0.0,1.0,12.4,0.0
N#CCSc1nc2ccccc2c(=O)n1CCC1=CCCCC1,0.0,4.1,7.7,0.0
Cc1sccc1C1C(C#N)=C(N)N(c2ccc([N+](=O)[O-])cc2Cl)C2=C1C(=O)CC(C)(C)C2 (configuration not stated),-0.1,-8.6,1.8,-0.9
O=[N+]([O-])c1ccc(Cl)c(N2CCCC2)c1,-0.2,-6.7,14.5,-0.1
O=C(OC1CCOC1=O)c1cc(-c2ccccc2)nc2ccccc12 (configuration not stated),-0.1,-2.8,16.7,0.0
N=C1C(c2nc3ccccc3s2)=C(O)CN1c1ccccc1Br,0.1,-7.8,1.1,0.9
O=C1CC(c2ccccc2Cl)NC(=O)N1 (configuration not stated),0.0,3.3,-7.9,0.7
COc1ccccc1CCNc1ncnc2sc(C(=O)NCCCO)c(C)c12,0.1,-1.5,3.3,-0.3
CCOC(=O)Cn1c(=O)c(-c2cc([N+](=O)[O-])ccc2NC)nc2cc3ccccc3cc21,0.0,0.1,9.4,1.3
CCC(C)NC(=O)C1(c2ccccc2)CCCC1 (configuration not stated),0.1,7.3,10.8,-0.7
C=CCNc1nsc(C(=O)c2ccc(OC)c(OC)c2)c1N,0.0,6.0,3.7,-0.3
Cn1cnnc1SCC(=O)Nc1ccc(/C=C/c2ccccc2)cc1,0.0,-28.2,0.5,2.3
Cc1n[nH]c(C)c1S(=O)(=O)N1CCN(c2ccccn2)CC1,0.2,2.6,9.1,0.4
Cc1ccn2c(-c3csc(Nc4cccc(Cl)c4C)n3)c(C)nc2c1,0.0,-5.5,-6.4,1.2
Cc1cccc(NC(=O)CSc2nncc(=O)[nH]2)c1,0.0,11.6,-1.7,-2.1
COc1ccc(C2CC(=O)NC(N)=N2)cc1 (configuration not stated),0.3,-2.7,-2.7,0.2
NC(c1ccc(-c2ccccc2)cc1)P(=O)(O)O (configuration not stated),-0.1,4.6,15.1,-0.7
CC(C)Nc1nc(Cl)nc(Nc2cccc(C(F)(F)F)c2)n1,-0.1,5.8,-9.9,2.0
O=C(NCCCN1CCOCC1)c1ccc2c(c1)ncn2-c1ccc(F)c(F)c1,0.0,-36.1,5.5,-0.8
CC(C)COC(=O)c1cccc(N2C(=O)c3ccc(Br)cc3C2=O)c1,-0.1,-10.1,6.8,-1.3
Cc1c(NC(=O)Cc2ccc(Cl)cc2)cccc1C(=O)O,-0.1,-5.8,-1.2,-0.3

# Source: PubChem
